Screening results (PubChem)
TPT1 inh – Candida albicans TPT1 enzyme inhibitors, primary screen, biochemical, fluorescence polarization; 0.81% of 300,000 active; inhibition, % at 5 µM; tRNA 2'-phosphotransferase TPT1 (Candida albicans SC5314); recombinant caTPT1, FP RNA substrate dephosphorylation;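 active means inhibition above the mean of all tested compounds plus 3 SD, set per screening campaign, cut at about 24% in these data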;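 further: plate controls were DMSO alone for no effect and ferristatin control at 100 nM for full effect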
EBNA-1 inhibitor – EBNA-1 DNA-binding inhibitors, primary screen, biochemical, fluorescence polarization; inhibition, % at 14.8 µM; 0.34% of 300,000 active; AID 1950, 2009; in the data active means inhibition above about 28%
Efflux pump inh – inhibitors of Candida efflux pumps in yeast, primary screen, S. cerevisiae, Nile Red, multiplex; S. cerevisiae Candida pump triplex; 0.44% of 330,000 active; inhibition, % at 10 µM; AID 485275, 2010;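 active means plate passing quality check with inhibition over a set limit, or well fluorescence over plate mean plus 4 SD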;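 further: Nile Red retained in pooled yeast measured as flow cytometry median fluorescence; 0% = buffer negative control and 100% = Enniatin B positive control; higher means more Nile Red kept so more efflux inhibition; some compounds called inactive have numbers as strong as hits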
CTSL1 counter – Fasciola hepatica cathepsin L1 inhibitors, primary screen, counter-screen for PFM18AAP inhibitor project, biochemical, QFRET, fluorogenic peptide substrate | recombinant F. hepatica cathepsin L1, Z-Leu-Arg-MCA fluorescence | inhibition, % at 5.96 µM | 0.49% of 300,000 active | AID 1906, 2009;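 active means inhibition above the mean of all tested compounds plus 3 SD, set per screening campaign, cut at about 17% in these data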;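 further: 0% = plate median of test compound wells and 100% = 1 µM Z-Phe-Ala-diazomethylketone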
PREPL inhibitor – PREPL enzyme inhibitors, primary screen, biochemical, fluorescence polarization; Prolyl endopeptidase-like (Homo sapiens), Q4J6C6; recombinant PREPL, fluorescence polarization activity-based probe; inhibition, % at 5.96 µM; 0.68% of 320,000 active; in the data active means inhibition above about 43%;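 further: 0% = enzyme with DMSO and 100% = wells lacking enzyme; many of its hits are not listed in these tables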
Target sequence (Q4J6C6 whole entry, looked up): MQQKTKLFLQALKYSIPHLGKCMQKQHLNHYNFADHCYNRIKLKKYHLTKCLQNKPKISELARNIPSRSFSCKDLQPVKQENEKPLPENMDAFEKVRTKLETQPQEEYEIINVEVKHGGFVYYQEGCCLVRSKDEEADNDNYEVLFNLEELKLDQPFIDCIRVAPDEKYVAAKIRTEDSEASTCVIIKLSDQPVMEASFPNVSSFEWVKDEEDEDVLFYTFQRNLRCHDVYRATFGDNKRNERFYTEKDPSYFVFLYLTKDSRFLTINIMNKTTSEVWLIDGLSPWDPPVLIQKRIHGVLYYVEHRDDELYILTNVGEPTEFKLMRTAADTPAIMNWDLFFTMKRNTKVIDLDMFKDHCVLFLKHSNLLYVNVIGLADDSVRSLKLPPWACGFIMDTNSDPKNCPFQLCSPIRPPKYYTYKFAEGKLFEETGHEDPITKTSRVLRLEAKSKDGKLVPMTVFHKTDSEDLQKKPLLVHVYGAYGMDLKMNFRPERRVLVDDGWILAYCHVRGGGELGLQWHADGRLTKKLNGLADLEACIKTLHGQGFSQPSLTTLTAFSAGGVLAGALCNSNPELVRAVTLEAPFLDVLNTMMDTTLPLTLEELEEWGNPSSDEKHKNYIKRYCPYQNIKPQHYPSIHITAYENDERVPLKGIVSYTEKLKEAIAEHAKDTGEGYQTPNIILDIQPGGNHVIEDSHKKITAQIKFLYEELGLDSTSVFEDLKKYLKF
core dimer inh – inhibitors of HCV core protein dimerization, primary screen, biochemical, TR-FRET, high-throughput; TR-FRET GST/Flag-core106 dimerization, 1536-well; inhibition, % at 5 µM; 0.33% of 300,000 active; AID 1899, 2009;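 active means inhibition above the mean of all tested compounds plus 3 SD, set per screening campaign, cut at about 45% in these data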
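test system = GST/Flag-tagged HCV core106 proteins | probe or stimulus = Eu donor and XL665 acceptor anti-tag antibodies | times = compound-protein-antibody incubation 4 h at 22.5 °C | signal = TR-FRET, excitation 340 nm, emission 617 and 671 nm | measure = percent inhibition of core106 dimerization signal | controls = wells lacking GST-core106 and wells with excess unlabelled core106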
PP1 inh – PP1-alpha phosphatase inhibitors, primary screen, counter-screen for PP5 inhibitor project, biochemical, fluorescence, OMFP substrate, single point. 0.9% of 320,000 active. inhibition, % at 6.7 µM. purified PP1alpha;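 active means inhibition above the mean inhibition of all tested compounds plus 3 SD, computed separately for each screening campaign, cut at about 15% in these data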
ZTA counter – ZTA (EBV) inhibition in EBNA-1 counter-screen; P03206; 0.15% of 320,000 active; inhibition, % at 11 µM; AID 2234; ZTA-DNA binding, fluorescence polarization; in the data active means inhibition above about 33%
Target sequence (P03206 whole entry, looked up): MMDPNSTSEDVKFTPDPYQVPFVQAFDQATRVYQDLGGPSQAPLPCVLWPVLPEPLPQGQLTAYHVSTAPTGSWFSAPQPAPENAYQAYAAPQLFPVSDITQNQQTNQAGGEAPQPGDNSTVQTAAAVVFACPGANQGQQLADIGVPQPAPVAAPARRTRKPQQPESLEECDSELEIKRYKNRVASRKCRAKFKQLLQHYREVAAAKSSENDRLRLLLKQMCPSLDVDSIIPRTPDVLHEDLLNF
PP5 primary – PP5 phosphatase inhibitors, primary screen, biochemical, fluorescence; AID 1987, 2009; purified PP5c, OMFP substrate fluorescence; inhibition, % at 6.7 µM; 0.18% of 320,000 active;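 active means inhibition above the campaign's mean inhibition across all tested compounds plus 3 SD, cut at about 9.5% in these data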;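 further: 0% = DMSO only and 100% = 100 µM cantharidin control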
* hit, by the source's call; . = no result given. Some of the compounds tested; rates above refer to the full screens.

SMILES | TPT1 inh | EBNA-1 inhibitor | Efflux pump inh | CTSL1 counter | PREPL inhibitor | core dimer inh | PP1 inh | ZTA counter | PP5 primary
COc1ccc(OCc2nc3ccccc3n2C(C)C)cc1 | -4 | 7 | 0.0 | -3 | 0 | 5 | 1 | 2 | 3.3
COc1ccc2cc(C(=O)N/N=C/c3sc4ccccc4c3O)ccc2c1 | 136* | -4 | -0.2 | 4 | 22 | -21 | 9 | -6 | 1.6
CS(=O)(=O)N(CC(=O)N1CCN(c2ccccc2F)CC1)c1ccc2c(c1)OCCO2 | -4 | -9 | -0.1 | -1 | -9 | -4 | 0 | -10 | 1.6
C=CCn1c(-c2cnn(-c3ccccc3)c2N)n[nH]c1=S | 2 | -10 | 0.0 | 1 | 0 | -1 | -4 | -3 | 1.4
O=C(NCc1ccccc1Cl)C1CCC(CNc2c(N3CCOCC3)c(=O)c2=O)CC1 (centres undefined) | -1 | -4 | -0.1 | 2 | 19 | 0 | 1 | -8 | 0.1
O=C(Cc1ccc(-c2ccccc2)cc1)NC1CCCC1 | 6 | 9 | 0.0 | -3 | 10 | 5 | 0 | 6 | 0.0
O=C(O)c1cnc(-c2ccccc2)nc1Oc1ccc(Cl)cc1 | 2 | -13 | 0.2 | 2 | -6 | 3 | -1 | 5 | -1.2
CC(C)CCNC(=O)C12CN(Cc3ccccc3)CC1C(c1ccc([N+](=O)[O-])cc1)=NO2 (centres undefined) | -4 | -7 | 0.0 | 3 | 4 | -5 | 2 | -5 | 2.2
CC(C)NS(=O)(=O)c1ccc(CCC(=O)NCc2ccncc2)cc1 | -5 | -9 | -0.1 | 2 | -7 | -5 | 4 | -10 | -1.3
CC(C)C(=O)c1cn(CC(=O)NCc2ccc3c(c2)OCO3)c2ccccc12 | -4 | -4 | -0.1 | 0 | -7 | -8 | -2 | -2 | 3.1
O=C(O)C1=C(C(=O)Nc2cc(C(F)(F)F)ccc2Cl)CCCC1 | -3 | 2 | 0.0 | 0 | 13 | -6 | -2 | -4 | 1.5
Cc1cc([N+](=O)[O-])nn1CC(=O)Nc1cc(F)ccc1F | -2 | -3 | 0.0 | -3 | 1 | 1 | 2 | -3 | -0.4
CC1CCN(C(=O)C(Cc2ccccc2)n2cccc2)CC1 (centres undefined) | -2 | 2 | 0.2 | 2 | -1 | -8 | -2 | -5 | 0.8
N#Cc1cccc(NC(=O)Cn2cnc(S(=O)(=O)N3CCCC3)c2)c1 | 0 | -17 | 0.2 | -4 | 13 | -14 | -6 | 5 | 0.9
Cc1c(NC(=O)CCc2ccccc2)cccc1[N+](=O)[O-] | -4 | 1 | 0.1 | -5 | -1 | -2 | -1 | -8 | 1.9
c1ccc(Cn2nc(-c3ccccc3)nc2-c2ccccc2)cc1 | -1 | 1 | 0.0 | -3 | 3 | -5 | 3 | -5 | 2.0
COc1ccc2cc3cc(C(=O)N4CCN(Cc5ccc6c(c5)OCO6)CC4)oc3nc2c1 | -3 | -11 | 0.6* | 3 | -20 | 5 | 12 | -23 | 3.5
O=C(C1CCC1)N1CCN(S(=O)(=O)c2ccccc2)CC1 | 0 | -13 | 0.2 | 2 | 14 | 2 | -5 | -16 | 0.2
CCCCCCn1c(CN2CCC(C)CC2)nc2c1c(=O)n(C)c(=O)n2C | -4 | 4 | 0.1 | -1 | 3 | -1 | -3 | -11 | 2.2
CCOC(=O)c1cc(-c2ccc(OC)cc2)nn1-c1ccc(C(=O)O)cc1 | 1 | 0 | 0.0 | -7 | -1 | 1 | 3 | 11 | -1.5
COc1ccc(CCNC(=O)CSc2nnc(CNC(=O)c3ccccc3F)o2)cc1OC | -1 | 2 | 0.0 | 7 | 1 | -5 | -2 | 5 | 0.4
CCOC(=O)Cc1c(C)nc2c(C#N)c(C)nn2c1C | 0 | 6 | 0.1 | 0 | -10 | 0 | -3 | 3 | 0.3
CC(CNC(=O)c1ccc(OC2CCN(Cc3ccccn3)CC2)cc1)c1ccccc1 (centres undefined) | -5 | -1 | 5.3* | 1 | 3 | 4 | -3 | -2 | -0.4
Cc1ccc(N(CC(O)CON=C2c3ccccc3-c3ccccc32)S(C)(=O)=O)cc1 (centres undefined) | 1 | 6 | -0.1 | 2 | 0 | 2 | -1 | 2 | 4.0
Cc1ccc(N(CC(=O)NC(C)C)C(=O)CCC(=O)Nc2nccs2)cc1 | -3 | -1 | -0.1 | -1 | -13 | -5 | -1 | -8 | 2.6

Nothing new here: entries from further up.
SMILES | TPT1 inh | EBNA-1 inhibitor | Efflux pump inh | CTSL1 counter | PREPL inhibitor | core dimer inh | PP1 inh | ZTA counter | PP5 primary
CCOC(=O)Cc1c(C)nc2c(C#N)c(C)nn2c1C | 0 | 6 | 0.1 | 0 | -10 | 0 | -3 | 3 | 0.3
CC(CNC(=O)c1ccc(OC2CCN(Cc3ccccn3)CC2)cc1)c1ccccc1 (centres undefined) | -5 | -1 | 5.3* | 1 | 3 | 4 | -3 | -2 | -0.4
Cc1ccc(N(CC(O)CON=C2c3ccccc3-c3ccccc32)S(C)(=O)=O)cc1 (centres undefined) | 1 | 6 | -0.1 | 2 | 0 | 2 | -1 | 2 | 4.0
Cc1ccc(N(CC(=O)NC(C)C)C(=O)CCC(=O)Nc2nccs2)cc1 | -3 | -1 | -0.1 | -1 | -13 | -5 | -1 | -8 | 2.6

Two of the compounds above, with two lines to a compound.
Results follow in this order: TPT1 inh	EBNA-1 inhibitor	Efflux pump inh	CTSL1 counter	PREPL inhibitor	core dimer inh	PP1 inh	ZTA counter	PP5 primary
O=C(C1CCC1)N1CCN(S(=O)(=O)c2ccccc2)CC1
  0	-13	0.2	2	14	2	-5	-16	0.2
CCCCCCn1c(CN2CCC(C)CC2)nc2c1c(=O)n(C)c(=O)n2C
  -4	4	0.1	-1	3	-1	-3	-11	2.2

Other results follow:
SMILES | TPT1 inh | EBNA-1 inhibitor | Efflux pump inh | CTSL1 counter | PREPL inhibitor | core dimer inh | PP1 inh | ZTA counter | PP5 primary
Cc1ccc(-n2ccn(CC(=O)NCCc3ccccc3)c(=O)c2=O)cc1C | 3 | -15 | 0.0 | -2 | 1 | -4 | 0 | 12 | 2.8
O=C(N/N=C\c1coc2ccccc2c1=O)c1ccco1 | -1 | -11 | 0.0 | -2 | -3 | 1 | 1 | -3 | 1.9
CCCCN1C(=S)SC(C)(C)C1/[N+]([O-])=C/c1ccc(S(=O)(=O)NC)cc1 (centres undefined) | -1 | 2 | 0.1 | 1 | -5 | 1 | 0 | 12 | 1.6
Cc1cc(=O)[nH]c(SC(C(=O)O)c2ccccc2)n1 (centres undefined) | -4 | 3 | -0.1 | 4 | 16 | -9 | 0 | -16 | 0.9
CC(C)(C)OC(=O)N1CCC(NC(=O)c2nc[nH]c2C(=O)N2CCN(C(=O)OC(C)(C)C)CC2)CC1 | . | . | 0.8 | . | 14 | . | -5 | -1 | 1.8
Cc1ccc(SCC(=O)NCC2COc3ccccc3O2)cc1 (centres undefined) | . | . | 0.3 | . | -16 | . | 1 | -1 | 0.9
CC(C)c1ccc(Nc2nnc(SCC(=O)Nc3ncc(S(=O)(=O)c4ccc([N+](=O)[O-])cc4)s3)s2)cc1 | -3 | 7 | 0.1 | 4 | 6 | 27 | -1 | -7 | -3.1
O=P(Cc1ccccn1)(c1ccccc1)c1ccccc1 | 3 | 10 | 0.2 | 0 | 6 | 2 | -2 | -2 | 3.0
Cc1c(C(=O)N2CCCCC2)c(S(=O)(=O)N2CCN(c3ccccc3F)CC2)c(C)n1C | 3 | -5 | 0.1 | -1 | 22 | -8 | -4 | -5 | 2.1
CCCN1CCN(C(=O)c2cc(COc3ccc4ncccc4c3)on2)CC1 | 0 | -1 | 0.0 | -4 | -6 | 1 | -5 | 13 | -1.6
Cc1ccc(Cn2nnc3c(=O)n(CC(=O)N4CCCc5ccccc54)cnc32)cc1 | 1 | 1 | 0.0 | 4 | -2 | -1 | 2 | 9 | -0.2
Cc1ccc(N2CCN(S(=O)(=O)N(C)C)CC2)c(C)c1 | 0 | -15 | 0.1 | -5 | -2 | 22 | 0 | -5 | 0.8
COc1ccc(/C=N/NC(=O)CNC(=O)/C=C/c2ccco2)cc1OC | -1 | 6 | 0.0 | 0 | 12 | 9 | 1 | -6 | 2.2
O=C(c1cccs1)N1CCN(C23CC4CC(CC(C4)C2)C3)CC1 | -1 | 7 | 0.8 | 6 | 6 | 7 | -5 | 8 | -0.1
Cc1ccc(NC(=O)C(C)N2C(=O)c3ccccc3C2=O)cc1 (centres undefined) | -3 | 6 | 0.0 | -4 | -1 | -1 | -1 | -4 | -0.9
COc1ccc2nc(NC(=O)CS(=O)(=O)Cc3ccccc3)sc2c1 | 3 | -2 | 0.3 | -2 | 6 | 5 | 3 | 3 | 0.2
CCN(CCCNC(=O)Cn1ncc2c([nH]c3ccc(C)cc32)c1=O)c1cccc(C)c1 | -2 | -20 | 0.3 | 1 | 3 | 7 | 0 | 8 | 2.8
C/C(=N\NC(=O)C(=O)Nc1ccc(C)c(Cl)c1)c1ccncc1 | 1 | -2 | 0.1 | -3 | 10 | -1 | 1 | -3 | 2.2
O=C(CNCCc1ccc(Cl)cc1)Nc1ccc(C(=O)N2CCCCC2)cc1 | -2 | 1 | 0.0 | 4 | 16 | -14 | 2 | -9 | 5.6
Cc1ccccc1-n1c(SCC(=O)N2CCCC2)nnc1-c1ccccn1 | -4 | 4 | 0.0 | 0 | -4 | -5 | 6 | 4 | -0.1
CC(OC(=O)CNC(=O)c1cccc(F)c1)C(=O)NC1CCCCC1C (centres undefined) | -2 | -9 | 0.0 | 46* | 0 | -118 | 7 | 4 | -1.2
C/C(=N\Nc1cccc([N+](=O)[O-])c1)c1ccccc1O | 4 | -11 | 0.1 | 8 | 29 | -6 | -1 | -38 | 1.2
O=C(NCc1ccc(F)cc1)NC(=O)c1ccc(Cl)cc1 | -1 | -2 | 1.0 | -2 | 1 | -1 | -3 | 18 | 0.6
COc1cc(/C=N/NC(=O)c2cccnc2)ccc1OC(=O)c1cc(OC)c(OC)c(OC)c1 | 1 | 7 | 0.1 | 3 | -1 | 8 | 1 | 18 | 2.9
COc1ccc(CCNC(=O)C2CCCN2C(=O)Nc2ccc(Cl)cc2)cc1OC (centres undefined) | -4 | 2 | -0.2 | -1 | 19 | -11 | -3 | -9 | -0.3
